# Source: PubChem (National Center for Advancing Translational Sciences (NCATS))
# IP6K1 inhibitor = Primary qHTS assay for small molecule inhibitors of Inositol hexaphosphate kinase 1 (IP6K1); Inositol hexakisphosphate kinase 1 (Homo sapiens), Q92551; IP6K1 kinase, ADP-Glo luminescence, 2 h; hits give low values; activity change, % (series mostly up to about 58 µM); actives 0.81% (n = 140,000); AID 1645851, 2021; in the data active = activity change below about -25%
# Target sequence (Q92551 whole entry, looked up): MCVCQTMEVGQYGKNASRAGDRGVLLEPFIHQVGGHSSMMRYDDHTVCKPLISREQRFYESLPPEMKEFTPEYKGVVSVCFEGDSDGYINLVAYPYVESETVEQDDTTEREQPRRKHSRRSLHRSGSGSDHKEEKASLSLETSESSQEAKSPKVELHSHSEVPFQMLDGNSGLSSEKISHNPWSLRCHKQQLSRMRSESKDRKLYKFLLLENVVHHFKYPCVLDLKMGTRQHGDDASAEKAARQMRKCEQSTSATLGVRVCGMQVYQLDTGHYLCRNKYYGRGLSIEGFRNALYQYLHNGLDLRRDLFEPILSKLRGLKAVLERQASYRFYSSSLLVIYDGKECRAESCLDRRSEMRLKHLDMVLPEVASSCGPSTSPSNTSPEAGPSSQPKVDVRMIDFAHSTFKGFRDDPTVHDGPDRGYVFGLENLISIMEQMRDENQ
#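 ADP-Glo luminescence measures ADP made by human IP6K1 during a 2 h RT reaction with ATP/IP6 (mix at 1.3 mM/130 uM); top library doses 57.5 and 19.1 uM final.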
# Luciferase inh = Firefly luciferase inhibition profiling of diverse chemical library using quantitative high-throughput screening | Luciferin 4-monooxygenase (Photinus pyralis), P08659 | purified P. pyralis luciferase, luminescence, biochemical | Potency, µM (top dose mostly 115 µM), for the others: at the highest dose activity change, negative = inhibition, most hits filed as inhibitors | actives 2.5% (n = 76,000) | AID 1347043, 2019; note: potency is the fitted concentration of half-maximal effect; nearly all actives have a fitted effect of over 65% in size
# Target sequence (P08659 whole entry, looked up): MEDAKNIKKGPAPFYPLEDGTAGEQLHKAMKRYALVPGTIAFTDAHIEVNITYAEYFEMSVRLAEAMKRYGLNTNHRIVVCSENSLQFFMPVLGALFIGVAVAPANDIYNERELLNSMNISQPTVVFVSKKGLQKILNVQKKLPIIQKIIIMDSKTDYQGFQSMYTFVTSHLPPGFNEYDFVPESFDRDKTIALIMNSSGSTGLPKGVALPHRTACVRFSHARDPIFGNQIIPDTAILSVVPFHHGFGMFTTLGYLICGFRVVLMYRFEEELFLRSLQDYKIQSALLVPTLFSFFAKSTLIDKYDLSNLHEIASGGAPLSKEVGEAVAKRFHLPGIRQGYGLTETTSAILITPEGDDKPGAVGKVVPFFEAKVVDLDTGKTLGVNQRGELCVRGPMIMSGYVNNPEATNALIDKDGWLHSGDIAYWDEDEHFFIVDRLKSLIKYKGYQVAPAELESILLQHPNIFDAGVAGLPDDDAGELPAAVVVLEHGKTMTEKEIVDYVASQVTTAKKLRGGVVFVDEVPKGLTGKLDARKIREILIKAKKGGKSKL
#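 Purified P. pyralis luciferase (10nM final) in 50mM Tris acetate pH 7.5, 10mM Mg acetate, 0.01% Tween-20, 0.05% BSA with 10uM D-luciferin and 10uM ATP. Compounds titrated qHTS. Luminescence imaged on CCD.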
# SNCA expr inhib = Primary qHTS assay for inhibitors of alpha-synuclein gene (SNCA) expression; HEK-293 SNCA-luciferase knock-in, luminescence, 24 h; Potency, µM (highest dose often 57.2 µM), inactives show top-dose activity change, negative = inhibition, usual class: inhibitors; actives 0.17% (n = 140,000); AID 1671194, 2021;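 note: potency is the fitted concentration of half-maximal effect; plate controls were DMSO cells for no effect and cell-free wells for full effect; nearly all actives have a fitted effect of over 45% in size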
# 3T3 cytotox = Cytotoxic Profiling in NIH 3T3 Cell Line of Diverse Libraries Using Quantitative High-Throughput Screening; Potency, µM (doses to about 96.7 µM), without a hit: top-dose activity change, negative = cytotoxicity, most hits filed as inhibitors; NIH 3T3 viability, CellTiter-Glo ATP luminescence, 48-72 h; actives 4.3% (n = 94,000); note: potency is the fitted concentration of half-maximal effect; nearly all actives have a fitted effect of over 55% in size
#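 Cytotoxicity was measured by CellTiter-Glo ATP luminescence after 48 or 72 h compound exposure at 37 °C. Mouse NIH 3T3 fibroblasts were seeded at 400 cells/well and dosed by 23 nL pin transfer.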
# HEK293 viab = GF-AFC viability counterscreen for inhibitors of alpha-synuclein gene (SNCA) expression; actives 0.12% (n = 150,000); HEK-293-SNCA-luc viability, GF-AFC fluorescence, 24 h; Potency, µM (doses to about 57.1 µM), for the others: at the highest dose activity change, negative = cytotoxicity, actives largely listed as cytotoxic;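 note: potency is the fitted concentration of half-maximal effect; 0% = DMSO-treated cells and -100% = medium-only wells without cells; nearly all actives have a fitted effect of over 30% in size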
#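 Cytotoxicity counterscreen: after 24 h compound treatment of genome-edited SNCA-luciferase HEK-293 cells, live-cell protease substrate GF-AFC read by fluorescence after 30 min; activity scaled between DMSO (0%) and medium-only (-100%), curves Hill-fitted.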
# GPT2 inh = Primary qHTS assay for inhibitors of Glutamate pyruvate transaminase 2 (GPT2); actives 0.25% (n = 100,000); Recombinant GPT2, coupled pyruvate oxidase/HRP Amplex Red fluorescence; Potency, µM (titrated, usually from 57.7 µM), for the others: at the top dose activity change, negative = inhibition, actives largely listed as inhibitors; note: potency is the fitted concentration of half-maximal effect; nearly all actives have a fitted effect of over 60% in size; many of its hits are not listed in these tables
#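 GPT2 10ng/uL, a-KG 250uM, L-Ala 2mM, HEPES pH7.5 + 0.0001% Tween; 30 min RT. Then Amplex mix (PO/HRP/ThPP), 30 min RT dark, fluorescence. AOA 50uM used as positive control.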
# HEK cytotox = Cytotoxic Profiling in HEK 293 Cell Line of Diverse Libraries Using Quantitative High-Throughput Screening; Potency, µM (series often up to 115 µM), for the others: top-dose activity change, negative = cytotoxicity, hits mostly inhibitors; HEK 293 viability, ATP luminescence (CellTiter-Glo), 48-72 h; actives 6.6% (n = 94,000); AID 1345083, 2018; note: potency is the fitted concentration of half-maximal effect; nearly all actives have a fitted effect of over 60% in size
#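 HEK 293 seeded at 250 cells/well receive compound via pintool. After 48 or 72 hr at 37 degree Celsius, 5% CO2 and 95% humidity, CellTiter-Glo is dispensed and luminescence read following 10 min at room temperature.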
# Numbers without * were called inactive; i = inactive; u = inconclusive; x = no result given; [ ] = dose if it differs, or a comment. Unless noted, calls come from the whole dose curve; as a rule, active = well fitted curve in the direction sought with a large enough effect; inconclusive = small, poorly fitted or top-dose-only effect, or another doubt; inactive = no such curve, though single readings can be large; an effect the other way counts as inactive or inconclusive. Unless noted, % is set by controls: 0 for no effect and ±100 for the full control effect.
SMILES,IP6K1 inhibitor,Luciferase inh,SNCA expr inhib,3T3 cytotox,HEK293 viab,GPT2 inh,HEK cytotox
COc1ccc(-c2nc(N3CCOCC3)cc3c2CN(Cc2ccccc2)C3=O)cc1,12.5,u,58.7%[activator][87.6 µM],u,3.0%[87.6 µM],-7.9%[88.5 µM],u
COCCOC1CCN(C(=O)Cc2c(C)noc2C)CC1,0.0,-3.6%,18.7%,i,14.1%[12.5 µM],i,19.1%
COc1ccccc1Nc1ccnc(N2CCC(C(=O)NCC(F)(F)F)CC2)n1,10.8,x,-7.4%,u,1.2%,-16.1%,u
COc1ccc(-c2cn3c(n2)sc2cc(C(=O)NCCCN4CCCCCC4)ccc23)cc1,-62.4*,x,45.6%[activator],x,-26.3%,x,x
COc1ccc(CN2CCCC3(CNc4ccccc4[S+](=O)([O-])N3)C2)cc1 (stereo not given),18.9,7.8%,1.4%,u,5.3%,-18.2%,u
CN(C)S(=O)(=O)N1CCC(OCc2noc(C3CCCO3)n2)CC1 (stereo not given),10.4,x,7.5%,-25.1%,1.0%,-3.8%,-9.4%
CC(C)Cn1c(=O)c2ccccc2n2c(CCC(=O)Nc3ccc(F)c(F)c3)nnc12,-14.9,x,-4.5%,x,7.0%,x,x
CN1C(=O)[C@@H]2C[C@@H](CN2C(=O)Nc2ccccc2)Oc2ccccc21,-13.6,1.4%[172 µM],38.4%[activator][87.6 µM],i,-8.3%[87.6 µM],-13.7%[88.5 µM],i
CS(=O)(=O)NC[C@H]1OC[C@@H](NCc2cccnc2)[C@@H]1O,1.9,0.6%[172 µM],-18.1%[87.6 µM],i,2.1%[87.6 µM],-0.1%[88.5 µM],i
Cc1cccc(Cn2cc(S(=O)(=O)c3cccc(Cl)c3)c(=O)c3cc(F)c(N4CCOCC4)cc32)c1,13.3,x,-10.8%,x,-6.8%,x,x
O=c1n(CC2CC2)nc2n1CCN(S(=O)(=O)c1cccs1)C2,-5.5,0.0%,10.4%,-12.1%,4.5%,-3.4%,-12.3%
CCNc1ccnc(N2CCN(Cc3cccc(OC)c3)C(CCO)C2)n1 (stereo not given),-3.8,u,31.3%[activator],-25.3%,-7.2%,-18.8%,u
CC1(c2ccccc2)N(Cc2ccccc2F)C(=O)OC12CCN(C(=O)Cc1ccc(O)cc1)CC2 (stereo not given),-9.0,2.8%,-3.2%,22.4µM*,-7.1%,-20.0%,u
Cc1noc(C)c1CCC(=O)N1CCOC(Cc2cccc(F)c2)C1 (stereo not given),13.3,-9.3%,23.7%,-17.8%,-8.6%,-17.5%,-14.6%
Cc1ncccc1C(=O)N1CCC(N2C(=O)CCC2C(=O)NCc2ccccc2)CC1 (stereo not given),-4.1,6.2%,-17.1%,4.8%,1.1%,2.6%,i
CN(C1CCc2nn(CC3CC3)c(=O)n2CC1)S(=O)(=O)c1cccnc1 (stereo not given),-8.8,-7.0%,-18.9%,-14.7%,16.7%,i,-10.1%
Cc1cc(O)c(C(c2ccc(F)cc2)N2CCCCC2)c(=O)n1Cc1ccco1 (stereo not given),10.2,x,27.3%,x,-6.7%,x,x
COC(=O)CNC(=O)NC1CCN(C(=O)N2CC3CC(C2)[C@H]2CCCC(=O)N2C3)CC1 (stereo not given in full),1.9,-2.7%,1.3%,4.0%,5.0%,i,0.7%
COc1ccc(-c2noc([C@@H]3C[C@@H](O)CN3Cc3cc4ccccc4o3)n2)cc1,3.1,5.01µM*,37.7%[activator][87.6 µM],-9.5%[174 µM],-9.6%[87.6 µM],-2.5%[88.5 µM],-10.8%[172 µM]
CC(=O)NCCNC(=O)c1cccc(-c2ccc(C(F)(F)F)cc2)c1,-1.3,x,30.7%[activator],-35.1%,-2.5%,i,-17.0%
Cc1nn(C)c(C)c1S(=O)(=O)N1CCCC(C(=O)N2CCCn3nc(-c4ccc(F)cc4)cc3C2)C1 (stereo not given),5.2,x,-11.7%,u,-29.5%,-3.2%,31.6µM*
CCc1ccc(C(=O)CC2(O)C(=O)N(CCc3ccccc3)c3ccc(Cl)cc32)cc1 (stereo not given),6.4,x,u,x,-12.1%,x,x
CNC(=O)[C@H]1C[C@H](Oc2ccccc2)CN1Cc1cn(C)c2ccc(OC)cc12,1.8,4.1%,u,31.6µM*,-26.2%,-3.4%,28.2µM*
O=C(NC(c1ccccc1)c1ccccc1)c1cnc2c(c1)N([S+](=O)([O-])c1cccnc1)CCC2,-1.4,-12.3%,0.3%,u,-2.1%,-12.2%,-27.1%
COc1cccc(SCC(=O)NCc2cc3n(n2)CCNC3)c1,5.8,1.7%,11.7%,-4.4%,1.1%,u,-12.2%
O=C(NC1CCN(Cc2ccccc2)CC1)c1ccc(Cn2c(=O)c3ccccc3n(Cc3ccc(Cl)cc3)c2=O)cc1,18.4,x,7.6%,x,-0.6%,x,x
COC[C@@H]1CN(S(=O)(=O)c2cccc(C)c2)C[C@H]1C(N)=O,3.5,5.9%,4.1%,-10.3%,8.4%,4.4%,u
CC(=O)c1cccc(NC(=O)N2CCC(CN3CCCCC3)CC2)c1,2.0,x,19.6%,x,-0.2%,x,x
COc1cc(C(=O)Nc2nnc(CC(C)(C)C)s2)cc(OC)c1OC,-7.6,x,10.4%,x,-12.0%,x,x
Cc1ccc(N2CC(c3noc(-c4ccc(F)cc4Cl)n3)CC2=O)cc1 (stereo not given),-7.0,-2.7%,-4.3%,u,-4.5%,i,u
Cc1ccc(-c2c(C(=O)NCC3CCCCC3)nc3sccn23)cc1,15.4,x,40.5%[activator],u,-8.4%,i,u
O=C(COc1ccc(Br)cc1Br)Nc1ccc(S(=O)(=O)Nc2ncccn2)cc1,21.1,x,1.0%,x,-6.6%,x,x
O=C(NCC(F)F)[C@@H]1CCCN1c1nccc(Nc2ccccc2Cl)n1,3.2,x,-10.8%,-20.9%,1.1%[12.5 µM],i,u
CCOC(=O)C[C@@H]1C[C@@H](C(C)C)[C@H](CNC(=O)C(C)(C)C)C=C1C,-9.0,-4.2%[172 µM],2.3%[87.6 µM],u,-18.1%[87.6 µM],3.3%[88.5 µM],u
Cc1noc(C)c1S(=O)(=O)N1C[C@@H](Oc2ccccc2)C[C@H]1C(=O)N1CCCC1,-2.7,7.9%,8.8%,-4.3%,3.1%,i,1.4%
NC1CCCCN(C(=O)CCc2nc3ccccc3[nH]c2=O)C1 (stereo not given),-6.3,1.0%,14.9%,i,0.4%,i,-4.4%
Cc1oc(-c2ccccc2F)nc1CS(=O)(=O)CC(=O)NCCc1ccc(Cl)cc1,9.7,x,12.2%,x,16.9%,x,x
CCOc1ccc(CCNC(=O)c2cnc3sc(N(CC)CC)nn3c2=O)cc1OCC,11.7,x,7.2%,x,0.9%,x,x
COc1ccc(C2=C(C)C(=NCCCN3CCN(c4cc(Cl)ccc4C)CC3)NS2(=O)=O)cc1,-8.9,x,u,x,-2.8%,x,x
CC(C)N1CCC(O)(c2csc(CN3CCN(C)CC3)n2)CC1,18.9,-5.9%[172 µM],-2.1%[87.6 µM],-5.1%[174 µM],-2.5%[87.6 µM],-3.9%[88.5 µM],-15.9%[172 µM]

# Single entries from the entries so far:
# For 3T3 cytotox, Cc1noc(C)c1S(=O)(=O)N1C[C@@H](Oc2ccccc2)C[C@H]1C(=O)N1CCCC1 has -4.3%
# For Luciferase inh, CC(C)N1CCC(O)(c2csc(CN3CCN(C)CC3)n2)CC1 has -5.9%[172 µM]
# For HEK cytotox, NC1CCCCN(C(=O)CCc2nc3ccccc3[nH]c2=O)C1 (stereo not given) has -4.4%
# For HEK293 viab, O=C(COc1ccc(Br)cc1Br)Nc1ccc(S(=O)(=O)Nc2ncccn2)cc1 has -6.6%
# For IP6K1 inhibitor, CCOC(=O)C[C@@H]1C[C@@H](C(C)C)[C@H](CNC(=O)C(C)(C)C)C=C1C has -9.0
# For HEK293 viab, CCOc1ccc(CCNC(=O)c2cnc3sc(N(CC)CC)nn3c2=O)cc1OCC has 0.9%

# (cont.)
SMILES,IP6K1 inhibitor,Luciferase inh,SNCA expr inhib,3T3 cytotox,HEK293 viab,GPT2 inh,HEK cytotox
CCc1noc(C)c1C(=O)N1CCCN(Cc2ccc(F)cc2)C(C(C)C)C1 (stereo not given),-13.2,5.3%,2.7%,-4.2%,2.7%,i,u
COC(=O)C1=C(C)N=C2SC=C(CC(=O)NCc3ccco3)N2C1c1cccc(F)c1 (stereo not given),-13.7,2.2%,12.7%,-12.3%,-3.4%,i,-28.9%
CNC(=O)[C@@H]1CN(Cc2ccccc2)C[C@H]1c1n[nH]c(C)n1,26.4,1.2%,-2.5%,-8.4%,-2.0%,i,-0.2%
O=C(NC1CCN(c2ccc(F)cc2)C1=O)c1ccc(F)cc1Cl (stereo not given),-4.1,-0.6%,11.6%,-2.4%,8.2%,-5.0%,u
CC(C)N1C[C@H](O)C[C@H]1c1nnc2n1CCN(C(=O)CCCc1ccccc1)C2,8.4,6.2%,-0.5%,-5.0%,-1.4%[12.5 µM],i,-6.2%
CCN1CCN(C(=O)c2cc(-c3ccc(Cl)cc3Cl)c3nncn3n2)CC1,11.2,x,1.9%[87.6 µM],-15.9%[138 µM],1.5%[12.5 µM],i,-2.6%[172 µM]
CC(C)CN(CCCNC(=O)CN1C(=O)COc2ccc(S(=O)(=O)N3CCCCCC3)cc21)CC(C)C,10.0,x,28.2µM*,x,8.6%,x,x
CCC(=O)N(C1CCOCC1)C1CCN(Cc2ccc(C(F)(F)F)cc2)CC1,2.4,-1.8%,-7.8%,-29.6%,0.0%,i,u
CCn1c(NCc2ccc(OC)cc2)nc2ccccc21,0.4,x,52.2%[activator],x,-1.6%,x,x
C[S+](=O)([O-])c1cccc(-c2nnc3ccc(C(=O)NCC(F)F)cn23)c1,29.2,x,11.4%,-14.0%,8.8%,u,1.3%
COc1ccc(-c2ccc3nnc(CNC(=O)c4cccn4C)n3n2)cc1,-7.0,-3.0%,36.7%[activator],-16.7%,7.4%,-10.7%,-11.7%

# Whole records, looked up by structure. Screens in order: IP6K1 inhibitor | Luciferase inh | SNCA expr inhib | 3T3 cytotox | HEK293 viab | GPT2 inh | HEK cytotox
# COC(=O)C1=C(C)N=C2SC=C(CC(=O)NCc3ccco3)N2C1c1cccc(F)c1 (stereo not given) reads -13.7 | 2.2% | 12.7% | -12.3% | -3.4% | i | -28.9%
# COc1ccc(-c2ccc3nnc(CNC(=O)c4cccn4C)n3n2)cc1 reads -7.0 | -3.0% | 36.7%[activator] | -16.7% | 7.4% | -10.7% | -11.7%

# A portion of the library, so the mix of outcomes need not match the whole.
